# JNK3 inh: JNK3 (human) kinase inhibition | 60,000 tested, 0.61% active | P53779 | AID 746 | purified JNK3 kinase activity, HTS | inhibition, % at 8 µM; in the data active means inhibition above about 17%;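 further: 0% = DMSO and 100% = reference inhibitor; many of its hits are not listed in these tables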
# PKA inh: blocks human protein kinase A activity | P17612 | PKA Kemptide phosphorylation, Kinase-Glo ATP luminescence | inhibition, % at 6 µM | 65,000 tested, 0.1% active | AID 524;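 active means inhibition above the screen-wide mean inhibition plus 3 SD, cut at about 21% in these data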; further: many of its hits are not listed in these tables
# MMP-13 inhibitor: inhibitors of human MMP13; P45452; MMP-13 fTHP FRET cleavage, Mca fluorescence; inhibition, % at 4 µM; 65,000 tested, 0.07% active; AID 570;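 active means inhibition above the mean of compound-free control plate wells plus 3 SD, cut at about 14% in these data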;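 further: 0% = DMSO wells and 100% = wells with reference MMP-13 inhibitor after basal subtraction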
# A340 absorber: compound absorbs light at 340 nm; compound absorbance at 340 nm, fold over control; fold change at 10 µM; 65,000 tested, under 10 active;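 active means at 10 µM dose, initial 340 nm absorbance at least 2 fold that of control wells; inactive means change under 2 fold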;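 further: initial absorbance extrapolated from kinetic A340 decline of NADH oxidation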
# tolC growth inh: E. coli tolC mutant growth inhibition; E. coli BW25113 tolC mutant growth, OD615; growth inhibition, % at 10 µM (by protocol); 65,000 tested, 2.2% active;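 active means growth inhibition at or above a cutoff equal to the mean over every tested compound plus 3 SD, cut at about 60% in these data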;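 further: growth measured after 20 h incubation at 37 °C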
#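 signal = optical density read at 615 nm | test system = E. coli ΔtolC::kan strain BW25113 | timing = 20 h compound exposure of bacteria at 37 °C | buffer or medium = LB medium plus 50 µg/mL kanamycin | compound dosing = 10 µM final, single dose | evaluation = % inhibition of E. coli growth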
# ROCK2 blocker: inhibitors of human Rho kinase 2. 60,000 tested, 0.35% active. inhibition, % at 6 µM. purified ROCK2, Kinase-Glo ATP depletion luminescence. AID 604;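 active means inhibition above the screen-wide mean inhibition plus 3 SD, cut at about 18% in these data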;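 further: plate controls were DMSO wells for no effect and Y-27632 control wells after no-enzyme background subtraction for full effect; many of its hits are not listed in these tables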
# Target sequence (O75116 whole entry, looked up): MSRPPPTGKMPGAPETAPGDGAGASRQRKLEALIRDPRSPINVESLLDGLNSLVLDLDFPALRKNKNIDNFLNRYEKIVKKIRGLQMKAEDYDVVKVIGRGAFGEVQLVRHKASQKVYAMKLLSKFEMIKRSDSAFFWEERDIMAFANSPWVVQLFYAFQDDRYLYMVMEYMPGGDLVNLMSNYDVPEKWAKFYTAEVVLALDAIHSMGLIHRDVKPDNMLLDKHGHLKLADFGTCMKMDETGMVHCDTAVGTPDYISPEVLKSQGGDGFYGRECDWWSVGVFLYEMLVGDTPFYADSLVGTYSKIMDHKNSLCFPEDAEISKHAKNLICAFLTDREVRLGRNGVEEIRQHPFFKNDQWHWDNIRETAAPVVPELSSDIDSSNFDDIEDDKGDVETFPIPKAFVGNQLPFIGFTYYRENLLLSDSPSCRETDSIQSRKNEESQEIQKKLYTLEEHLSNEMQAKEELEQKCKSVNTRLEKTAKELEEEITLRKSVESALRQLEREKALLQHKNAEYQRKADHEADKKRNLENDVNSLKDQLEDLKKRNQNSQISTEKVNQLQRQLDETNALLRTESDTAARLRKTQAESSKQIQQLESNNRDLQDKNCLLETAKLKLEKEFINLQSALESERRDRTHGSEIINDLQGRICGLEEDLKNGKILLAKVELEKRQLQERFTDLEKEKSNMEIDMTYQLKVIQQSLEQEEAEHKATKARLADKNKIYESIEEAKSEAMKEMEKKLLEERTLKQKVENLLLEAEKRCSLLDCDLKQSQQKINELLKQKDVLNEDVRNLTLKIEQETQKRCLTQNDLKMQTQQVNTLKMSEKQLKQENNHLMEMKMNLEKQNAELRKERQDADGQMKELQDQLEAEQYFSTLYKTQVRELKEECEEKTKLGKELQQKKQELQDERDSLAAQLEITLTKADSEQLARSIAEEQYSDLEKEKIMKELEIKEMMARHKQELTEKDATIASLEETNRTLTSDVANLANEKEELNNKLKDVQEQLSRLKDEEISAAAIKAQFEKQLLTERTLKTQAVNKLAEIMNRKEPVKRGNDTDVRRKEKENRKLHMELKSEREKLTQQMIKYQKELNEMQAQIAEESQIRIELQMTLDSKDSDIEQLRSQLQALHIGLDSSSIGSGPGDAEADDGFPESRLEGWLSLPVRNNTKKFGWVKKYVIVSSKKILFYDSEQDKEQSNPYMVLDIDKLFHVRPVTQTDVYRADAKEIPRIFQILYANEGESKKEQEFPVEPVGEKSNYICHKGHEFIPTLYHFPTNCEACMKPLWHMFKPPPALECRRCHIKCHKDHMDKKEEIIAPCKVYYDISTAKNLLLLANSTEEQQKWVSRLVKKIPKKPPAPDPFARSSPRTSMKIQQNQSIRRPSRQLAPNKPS
# HEK293 NFkB inh: inhibitors of the PMA/ionomycin-induced NF-kB reporter in HEK293 cells | HEK-293 NF-kB luciferase reporter, luminescence | 62,000 tested, 0.21% active | inhibition, % at 3 µM;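 active means inhibition above the mean of all tested compounds plus 3 SD, cut at about 40% in these data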;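 further: 0% = stimulated DMSO wells and 100% = 10 µM reference inhibitor 5653914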
#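 System – HEK-293 cells with stable firefly luciferase reporter driven by four HIV NF-kB elements · Doses – one dose, 3 µM · Schedule – 1 h compound pre-incubation, 16 h PMA/ionomycin at 37 °C · Technique – luminescence from luciferase substrate reagent · Measure – percent inhibition normalized per plate to DMSO and reference-inhibitor controls · Replicates – tested once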
# NADH coupling: inhibitors of enzymes used to reach an NAD/NADH endpoint; coupled PK/LDH NADH assays, four targets; IC50, µM (doses to about 10 µM), without a hit: at the top dose inhibition; 65,000 tested, 0.02% active; AID 774;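 active means single-dose screening hits from any of four coupled enzyme assays that gave an IC50 when retested across doses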;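 further: the DPM-DC format reads NADH fluorescence rather than 340 nm absorbance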
# Autofluor 339: intrinsic fluorescence of library compounds, ex339/em460 – biochemical, MLSMR library, data from DPM-DC assay, artefact control, profiling panel; fluorescence fold increase at 10 µM; compound autofluorescence, ex339/em460 nm, NADH buffer; hits give high values; 1 = no-compound wells, NADH background; 65,000 tested, 5.5% active;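 active means at 10 µM, mean starting fluorescence two-fold or more over control wells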;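 further: signal is the first read of a kinetic run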
# * hit, by the source's call; i = inactive; nt = not tested or not shown; [ ] = another dose, or the depositor's remark. Some of the compounds tested. The share of hits here may be higher or lower than overall.
SMILES,JNK3 inh,PKA inh,MMP-13 inhibitor,A340 absorber,tolC growth inh,ROCK2 blocker,HEK293 NFkB inh,NADH coupling,Autofluor 339
CCCCCCn1c(N2CCN(c3cccc(Cl)c3)CC2)nc2c1c(=O)[nH]c(=O)n2C,-5,-3,0,1,10,-3,21,5%,1.1
CCOc1ccc(CN2CCC(=O)NC2=O)cc1,-2,-4,-6,1.1,-10,-4,13,2%,1.1
COC(=O)C1ON2OC(C(=O)OC)C(C(=O)OC)C2C1CC(C)=O (stereo unspecified),-3,14,2,1,-11,3,3,9%,1.1
C=CCn1c(SCC(=O)Nc2ccc3c(c2)OCO3)nc2ccccc2c1=O,3,7,7,1,11,6,14,3%,1
CCN1CCN(Cc2ccccc2NC(=O)Nc2ccc(C)cc2)CC1,0,8,3,1,-6,6,-5,3%,1.1
COC(=O)c1cc2c(cc1NC(=O)CSCCc1ccccn1)OCO2,1,3,-1,0.97,-6,2,13,6%,1.6
Cc1ccc(CNC(=O)CCCn2c(=O)c3ccccc3n(CC(=O)NCc3ccco3)c2=O)cc1,-7,10,-3,1,0,0,16,1%,1.1
FC(F)(F)c1cnc(Oc2ccc(-c3nnco3)cc2)c(Cl)c1,1,5,-8,0.99,-5,6,8,5%,0.98
N/C(CC(=O)NCCOc1ccccc1)=N\O,-4,4,1,1,-13,-2,17,8%,1.1
COc1ccc(C(O)Cn2c(=N)n(CCCN(C)C)c3ccccc32)cc1 (stereo unspecified),-4,-5,9,1,-15,-5,14,8%,0.99
CCC(=O)c1cc2c(C)cc(=O)oc2c(C)c1O,-3,1,-2,1,16,3,7,5%,1.7
COc1cc(NC(=O)C2CCN(S(=O)(=O)c3cccc4nonc34)CC2)cc(OC)c1,2,3,-2,0.97,-24,0,18,6%,1.1
CCN1CCN(C(=O)C2=C(C(=O)O)CCCC2)CC1,-4,-5,10,1,-19,2,7,7%,1.1
Cc1ccccc1-n1c(-c2ccncc2)n[nH]c1=S,4,4,-1,1.1,4,5,24,3%,1.1
Cc1ccc(-n2c(SCC(=O)N3CCOCC3)nnc2-c2cccnc2)cc1,0,5,-1,0.99,-24,0,-2,6%,1.1
Cc1ccc(C)n1-c1cc(S(=O)(=O)N2CCOCC2)ccc1N1CCCC1,4,7,-4,1,23,1,15,3%,1.1
CCCC(=O)NCCCc1nc2ccccc2n1CCC,nt,-1,4,1,-7,nt,12,13%,1.1
c1ccc(OCCn2c(-c3ccco3)nc3ccccc32)cc1,6,6,-11,1.1,47,3,24,0%,1.2
CCCOc1ccc([C@@H]2C3CN(C(=O)OCC)CC=C3C(C#N)=C(N)C2(C#N)C#N)cc1OC (stereo partly specified),2,2,-6,0.99,-2,-3,6,13%,1
COc1cc(-c2nc(S(=O)(=O)c3ccc(C)cc3)c(N(C)C)o2)cc(OC)c1OC,1,2,-1,1,-4,3,12,5%,1.1
CCCOn1c(OCC(C)C)nc2ccccc2c1=O,5,13,0,1,26,7,16,3%,1.1
c1ccc(-c2nc3ccccc3s2)nc1,0,4,-8,1,-1,1,-23,3%,1.3
CC1(C)CC(=O)c2cc(OCC(=O)NCC3CCCO3)ccc2O1 (stereo unspecified),-2,1,-103[fluorescence artefact?],1,-5,4,12,6%[fluoresces],5.1*
O=C(Nc1ccc(F)cc1F)c1cc(-c2ccco2)on1,-1,7,1,0.98,2,4,20,4%,1.2
CCOc1nc(-c2ccc(OC)cc2)ccc1-c1noc(-c2ccncc2)n1,0,3,-14,1.1,-8,-6,2,5%,3*

# (list continues)
SMILES,JNK3 inh,PKA inh,MMP-13 inhibitor,A340 absorber,tolC growth inh,ROCK2 blocker,HEK293 NFkB inh,NADH coupling,Autofluor 339
CCOC(=O)N1CCC(NC(=O)c2cc(C)c3c(C)nn(-c4ccccc4)c3n2)CC1,-1,5,-12,1,-1,7,-4,6%,1.5
Cc1ccc(C(=O)CSc2nnc(COc3cccc4cccnc34)o2)cc1,-1,4,-6,0.99,14,3,18,8%,1.2
Cc1nn(-c2cccc(Cl)c2)c2c1C(c1cccnc1)C(C#N)=C(N)O2 (stereo unspecified),4,2,1,0.98,0,-4,1,12%,1
O=C(CN1CC(=O)Oc2ccccc21)NCc1ccco1,0,-2,1,1,-34,3,12,3%,1.1
Cn1c(SCc2nc(-c3ccc(Cl)cc3)no2)nnc1-c1ccco1,-11,11,-1,1,17,7,11,1%,1.1
O=C1CSC(c2cccnc2)N1C1CCCCC1 (stereo unspecified),5,3,2,0.97,-8,2,6,10%,1.1
COc1cc(NC(=O)CSc2nnc(C)s2)cc(OC)c1OC,-8,9,7,1,2,7,16,2%,1.1
COCCn1c(SCC(=O)Nc2nc(C)c(Cl)cc2Cl)nc2ccccc21,2,2,1,1,23,0,9,4%,1.1
CCC(C)Sc1nc2c(c(=O)[nH]c(=O)n2C)n1Cc1ccccc1Cl (stereo unspecified),-1,-4,1,1.1,19,-11,18,2%,1.1
Clc1ccc2c(c1)c1ccccc1n2CN1CCOCC1,-1,8,0,1,54,2,14,6%,1
O=C(Nc1cccnc1)c1ccccc1Oc1ccccc1,-4,-4,-1,1,20,3,-2,5%,1.1
CN1C(=O)c2cccc3c(S(=O)(=O)NCc4ccco4)ccc1c23,-9,8,-22,1,16,10,18,11%,1.7
Nc1cccc(-c2nc3ccc(N)cc3s2)c1,-3,-6,i[fluorescence artefact?],1.1,12,-15,18,11%[fluoresces],3.9*
NC(=O)C1CCN(C(=O)CSc2ccccn2)CC1,-1,8,-4,1.1,-4,4,13,3%,1.1
COC(=O)C1C(=O)C2=C(CC1C)NC(C)=C(C(=O)OC(C)C)C2c1ccc(OC)c(O)c1 (stereo unspecified),2,8,-3,1,2,6,10,6%,1.2
CCn1c(SCCOc2ccc(Cl)cc2)nnc1-c1cccs1,-11,-6,-4,0.99,47,0,14,2%,1.1
O=C(NC1CCN(Cc2ccccc2)CC1)C1CCN(c2nnc(-n3cccc3)s2)CC1,2,3,0,1.1,-15,7,22,4%,1.1
CCOC(=O)NC(=O)CSc1nnnn1-c1ccc(Cl)cc1,8,4,0,0.99,-10,3,0,1%,1.1
CCn1c(=O)c(C(=O)CN2CCCc3ccccc32)c(N)n(Cc2ccccc2)c1=O,1,7,0,1,39,6,16,7%,1.1
COC(=O)C1C(C(C)C)N(c2ccccc2)OC1(C)O (stereo unspecified),2,8,1,1,11,7,6,12%,1.1
O=C(COc1ccc2ccccc2c1CN1CCOCC1)N1CCc2ccccc21,0,5,-1,1,19,5,14,3%,1
CCSCCNC(=O)c1cncc(Br)c1,4,4,0,1,-12,8,5,3%,1
COc1cc(C(=O)NCc2ccco2)cc(OC)c1OC,-2,11,4,1.1,-7,11,7,1%,1.1
O=C(NCc1ccc2c(c1)OCO2)c1ccc(-n2cnnn2)cc1,3,13,2,0.98,-20,6,19,1%,1.2
O=C(c1ccccc1C(=O)N1CCN(c2ccccc2F)CC1)N1CCN(c2ccccc2F)CC1,4,4,-1,1,16,5,12,6%,1.1

# Additional results follow.
SMILES,JNK3 inh,PKA inh,MMP-13 inhibitor,A340 absorber,tolC growth inh,ROCK2 blocker,HEK293 NFkB inh,NADH coupling,Autofluor 339
CSc1nc(NC(C)(C)C)nc(N2CCOCC2)n1,nt,-3,10,1,13,nt,12,3%,1.1
COc1cccc(N2C(=O)C(CC(=O)Nc3ccc(F)cc3)N(C3CCCCC3)C2=O)c1 (stereo unspecified),0,-1,0,1.1,22,-1,13,0%,1.1
CC(C)CC(C(=O)O)C(C)CC(=O)Nc1ccn(-c2ccccc2)n1 (stereo unspecified),5,0,-1,1.1,13,3,nt,2%,1.1
Cc1ncc(CC(=O)n2cc(C(=O)c3cc(Cl)ccc3O)cn2)s1,nt,-2,6,1.1,5,nt,18,3%,1.1
CSc1ccc(C2Nc3ccccc3-c3cc(C)nn32)cc1 (stereo unspecified),6,-3,-10,0.98,-5,-1,-4,6%,2*
COc1ccc(OC)c(N=c2oc3cc(O)ccc3cc2C(N)=O)c1,3,-3,-196[fluorescence artefact?],1.1,-20,0,3,7%[fluoresces],3.3*
CSc1nc2sc3c(c2c(=O)[nH]1)CCCC3,-2,8,0,1.1,7,6,16,2%,1.1
O=C(NCCC1=CCCCC1)c1ccc(F)c(S(=O)(=O)N2CCOCC2)c1,8,-3,1,0.99,-5,-2,-5,5%,1.1
Oc1ccc(-c2nc3ncccn3c2Nc2ccc3c(c2)OCO3)cc1,nt,2,2,1.1,5,nt,3,7%,1.1
Cc1nc2scc(-c3cccs3)c2c(=O)o1,-4,9,-2,1.1,-10,8,5,4%,1.1
CCOC(=O)c1c(CN2CCCCC2)oc2ccc(O)cc12,0,5,-4,0.96,-3,3,2,8%,1.1
COc1ccc(C)cc1S(=O)(=O)N(C)CC(=O)Nc1ccc2c(c1)OCO2,4,4,-3,0.98,20,4,0,3%,0.99
O=C1c2ccccc2NC(c2ccccc2)N1Cc1ccco1 (stereo unspecified),-1,3,-85[fluorescence artefact?],1,15,5,9,5%[fluoresces],2.2*
O=C(O)c1cc(S(=O)(=O)N2CCCCCC2)ccc1Cl,0,9,6,1,-5,6,18,4%,1.1
Cc1cnn(C(=S)NCc2ccco2)c1,-2,-5,-2,0.99,-14,-4,11,3%,1
CCc1nnc(NC(=O)CSc2nnc(C)n2CC2CCCO2)s1 (stereo unspecified),-1,6,2,1,-33,9,4,5%,1.1
Cn1c(=O)c2c(SCC(=O)N3CCCc4ccccc43)nc(CC(C)(C)C)nc2n(C)c1=O,-13,-1,0,1,9,1,8,1%,1.1
CS(=O)(=O)N(Cc1ccc(C(=O)NCc2ccco2)cc1)c1ccccc1,2,7,5,1,-2,7,-1,11%,0.86
CC(=O)Nc1ccc(-c2ccccc2)s1,5,6,-1,0.98,6,6,12,8%,1.1
COc1ccc(-c2cc(C(F)(F)F)nc(N3CCOCC3)n2)cc1OC,nt,3,1,1.1,26,nt,13,6%,1.5
Cc1csc(NC(=O)C2C3C=CC(O3)C2C(=O)O)n1 (stereo unspecified),1,-2,-2,1,-12,-2,10,6%,1.1
CCOc1ccc(N(CC(=O)Nc2ccc(C)cc2)S(=O)(=O)c2c(C)noc2C)cc1,0,8,2,1,-14,5,9,6%,1.1
CC(c1ccccc1)n1cc(C(=O)NCC2COc3ccccc3O2)nn1 (stereo unspecified),nt,1,0,0.98,3,nt,12,1%,1.1
CCCCOc1ccc(C2(C(=O)O)CCCC2)cc1,5,6,-1,1,4,5,12,2%,1
Cc1ccc(C)c(Cn2cnc3c(nnn3-c3ccc(F)cc3)c2=O)c1,-4,5,1,0.99,0,7,0,4%,1.1
Cn1nccc1C(=O)Nn1cnnc1,6,-4,4,1,-22,6,10,6%,1.1
CCOC(=O)N1CCN(C(=O)c2ccc(C)c(S(=O)(=O)Nc3ccccc3)c2)CC1,1,-4,1,1,-15,-1,20,2%,1
CCOc1cc(C(=O)N2CCc3cc(OC)c(OC)cc3C2)ccc1OC(F)F,0,-1,-8,0.97,7,4,32,7%,1.1

# Ordered by formula weight (highest first): part of the list above
SMILES,JNK3 inh,PKA inh,MMP-13 inhibitor,A340 absorber,tolC growth inh,ROCK2 blocker,HEK293 NFkB inh,NADH coupling,Autofluor 339
Cc1ccc(C)c(Cn2cnc3c(nnn3-c3ccc(F)cc3)c2=O)c1,-4,5,1,0.99,0,7,0,4%,1.1
O=C1c2ccccc2NC(c2ccccc2)N1Cc1ccco1 (stereo unspecified),-1,3,-85[fluorescence artefact?],1,15,5,9,5%[fluoresces],2.2*
CCOC(=O)c1c(CN2CCCCC2)oc2ccc(O)cc12,0,5,-4,0.96,-3,3,2,8%,1.1

# Screening data deposited in PubChem by several laboratories.
